GAA glycogen mod = alters human alpha-glucosidase cleavage of glycogen; P10253; recombinant GAA, glycogen substrate, Amplex Red glucose oxidase fluorescence; Potency, µM (top dose mostly 76.4 µM), for inactives: at the top dose activity change, negative = inhibition, actives largely listed as inhibitors; 300,000 tested, 0.38% active; AID 2100;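 note: 0% = full enzyme reaction and -100% = no-enzyme basal signal; the screen sought inhibitors and activators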
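Recombinant enzyme (4 nM final) with compounds titrated up to 77 uM and bovine liver glycogen (30 ug) in citrate pH 5.0, 0.01% Tween-20, 37 C 40 min. Released glucose detected by Amplex Red/glucose oxidase (Ex 573/Em 610); AC50 from Hill fits.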
GLA spleen mod = inhibitors or activators of human alpha-galactosidase in spleen homogenate; P06280; human spleen homogenate, 4MU-alpha-Gal fluorescence, 40 min; Potency, µM (top dose mostly 80 µM), without a hit: top-dose activity change, negative = inhibition, most hits filed as inhibitors; 240,000 tested, 0.008% active;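 note: 0% = enzyme with vehicle and -100% = no enzyme basal signal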
Target sequence (P06280 32-429 limits assumed): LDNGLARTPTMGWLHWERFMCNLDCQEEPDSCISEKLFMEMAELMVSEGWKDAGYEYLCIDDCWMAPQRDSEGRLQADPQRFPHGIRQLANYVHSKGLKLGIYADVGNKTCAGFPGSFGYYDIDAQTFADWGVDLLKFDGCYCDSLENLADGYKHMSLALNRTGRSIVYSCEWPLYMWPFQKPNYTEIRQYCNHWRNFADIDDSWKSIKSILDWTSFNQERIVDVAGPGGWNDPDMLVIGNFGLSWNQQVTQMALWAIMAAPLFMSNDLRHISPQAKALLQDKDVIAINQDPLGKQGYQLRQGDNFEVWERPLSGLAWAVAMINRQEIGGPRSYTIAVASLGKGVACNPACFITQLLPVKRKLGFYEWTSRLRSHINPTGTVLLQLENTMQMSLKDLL
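Human spleen homogenate (1 ug) was the enzyme source, with 4-methylumbelliferyl-alpha-D-galactopyranoside (1 mM final) in pH 5.0 citrate buffer with 0.01% Tween-20. Compounds were titrated; after 40 min at 37C, NaOH/glycine stop, 4-MU fluorescence read; AC50 from Hill fits.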
SMN2 splice up = increases expression of the SMN2 splice variant; HEK293 SMN2-luciferase splicing reporter, luminescence, 30-36 h; Potency, µM (highest dose often 46.1 µM), for inactives: at the top dose activity change, positive = activation, actives largely listed as activators; 210,000 tested, 2.8% active; note: % of control where 0% means no effect; nearly all actives have a fitted effect of over 55% in size
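HEK293 cells carry an SMN2 minigene-luciferase reporter in which exon 7 inclusion puts luciferase in frame. Cells were seeded at 2000 cells/well, attached for 10-12 hours, then exposed to compounds for 30-36 hours at 37C before ONE-Glo luminescence.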
RGS12 GoLoco inh = RGS12 GoLoco-Gai1 interaction inhibition; Gai1:RGS12 GoLoco peptide FP, rhodamine, 10 min; Potency, µM (doses to about 61.6 µM), for inactives: at the top dose activity, negative = inhibition, hits mostly inhibitors; 230,000 tested, 0.44% active; active = well fitted inhibition curve with a large enough effect, not every such curve was filed as active; inactive = no such curve, though single readings can be large or run the other way; note: % is set by controls: 0 for no effect and ±100 for the full control effect; nearly all actives have a fitted effect of over 30% in size; many of its hits are not listed in these tables
Target sequence (P63096 whole entry, looked up): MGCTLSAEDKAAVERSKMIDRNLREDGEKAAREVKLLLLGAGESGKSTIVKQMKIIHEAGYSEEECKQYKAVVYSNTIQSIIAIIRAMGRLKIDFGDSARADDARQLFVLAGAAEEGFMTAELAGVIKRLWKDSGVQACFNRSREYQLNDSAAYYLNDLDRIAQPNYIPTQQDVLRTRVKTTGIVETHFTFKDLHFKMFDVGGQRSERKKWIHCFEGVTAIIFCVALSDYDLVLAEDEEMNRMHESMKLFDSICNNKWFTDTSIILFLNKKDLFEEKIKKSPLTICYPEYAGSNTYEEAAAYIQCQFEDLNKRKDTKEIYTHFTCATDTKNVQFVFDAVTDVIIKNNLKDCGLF
ALDH1A1 inh = ALDH1A1 (human) enzyme inhibition; P00352; Purified ALDH1A1, NADH fluorescence, propionaldehyde substrate; Potency, µM (series often up to 75.3 µM), for the others: at the highest dose activity, negative = inhibition, usual class: inhibitors; 220,000 tested, 7.3% active; AID 1030; active = well fitted inhibition curve with a large enough effect, not every such curve was filed as active; inconclusive = small, poorly fitted or top-dose-only effect, or another doubt; inactive = no such curve, though single readings can be large or run the other way;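 note: plate controls were no enzyme wells and a reference inhibitor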
KDM4E inh = blocks human JMJD2E demethylase activity. JMJD2E catalytic domain, FDH-coupled NADH fluorescence (FDH is formaldehyde dehydrogenase). Potency, µM (titrated, usually from 57.1 µM), inactives show top-dose activity change, negative = inhibition, most hits filed as inhibitors. 230,000 tested, 1.6% active. AID 2147; active = well fitted inhibition curve with a large enough effect, not every such curve was filed as active; inconclusive = small, poorly fitted or top-dose-only effect, or another doubt; inactive = no such curve, though single readings can be large or run the other way;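 note: 0% = wells with enzyme and -100% = buffer wells without enzyme; nearly all actives have a fitted effect of over 50% in size; many of its hits are not listed in these tables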
Target sequence (B2RXH2 1-337 limits assumed): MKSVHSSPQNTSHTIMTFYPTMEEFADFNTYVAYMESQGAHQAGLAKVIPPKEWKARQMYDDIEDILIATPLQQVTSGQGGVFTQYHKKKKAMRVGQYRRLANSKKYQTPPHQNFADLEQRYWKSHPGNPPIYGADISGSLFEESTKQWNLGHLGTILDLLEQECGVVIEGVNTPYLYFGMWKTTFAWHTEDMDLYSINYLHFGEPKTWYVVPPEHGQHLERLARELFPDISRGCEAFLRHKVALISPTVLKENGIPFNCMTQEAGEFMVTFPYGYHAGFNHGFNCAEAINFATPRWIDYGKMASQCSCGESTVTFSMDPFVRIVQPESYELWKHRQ
GAA inhib = inhibitors of human lysosomal alpha-glucosidase; purified human GAA, 4-MU-alpha-glucoside fluorescence; P10253; Potency, µM (doses to about 76.9 µM), inactives show top-dose activity change, negative = inhibition, actives largely listed as inhibitors; 200,000 tested, 0.005% active;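 note: plate controls were uninhibited enzyme wells for no effect and no-enzyme background for full effect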
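AC50 values come from Hill fits of compound titrations (up to 77 uM) against 4 nM human enzyme. Substrate 4-methylumbelliferyl-alpha-D-pyranoside at 400 uM, pH 5.0 citrate buffer, 20 min room temperature; fluorescence Ex 365/Em 440 after alkaline stop.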
aGlu spleen mod = inhibits or activates alpha-glucosidase in human spleen homogenate; P10253; human spleen homogenate, 4-MU-alpha-glucoside fluorescence; Potency, µM (series often up to 79.9 µM), inactives show at the highest dose activity change, negative = inhibition, usual class: inhibitors; 240,000 tested, 0.006% active;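 note: 0% = enzyme with vehicle and -100% = no enzyme basal signal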
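AC50 values come from Hill-equation fits of concentration-response data, normalized to no-enzyme and full-activity controls. Enzyme source: 1 ug human spleen homogenate; 1 mM fluorogenic 4-MU glucoside, pH 5.0 citrate buffer, 37 C, 40 min.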
Active calls of the source: *; ? = inconclusive; . = not tested or not shown; & = joins results of further samples; [ ] = remark or other dose. Unless noted, calls come from the whole dose curve; as a rule, active = well fitted curve in the direction sought with a large enough effect; inconclusive = small, poorly fitted or top-dose-only effect, or another doubt; inactive = no such curve, though single readings can be large; an effect the other way counts as inactive or inconclusive. Potency is the fitted concentration of half-maximal effect. These rows are one share of the data. The share of hits here may be higher or lower than overall.

SMILES	GAA glycogen mod	GLA spleen mod	SMN2 splice up	RGS12 GoLoco inh	ALDH1A1 inh	KDM4E inh	GAA inhib	aGlu spleen mod
CSc1nnc([C@@H]2CCCN2C(=O)OC(C)(C)C)o1	6%	-13%	0%	12%	3%	4%	-9%	-4%
Cc1ccc(OCC(=O)N(Cc2ccccc2)C(C)C)c([N+](=O)[O-])n1	-1%	0%	-14%	5%	-1%	-8%	1%	-2%
COc1ccc(CCNC(=S)NC(=O)c2ccc(Br)cc2)cc1OC	-10%	-2%	-16%	11%	?	-1%	12%	2%
Fc1ccc(CSc2nncn2NCc2ccccc2)cc1	-7%	5%	-7%	6%	4%	1%	-4%	2%
CC(C)CNC(=O)c1cc(-c2ccc(Cl)c(Cl)c2)on1	-21%	-20%	19%	2%	-12%	-9%	1%	-14%
CCc1ccc(NC(=O)C(C)OC(=O)c2ccc(NS(=O)(=O)c3ccc(C)c([N+](=O)[O-])c3)cc2)cc1 (stereo unspecified)	6%	0%	-48%[inhibitor]	-30%	-1%	5%	-6%	-3%
Cc1ccc(NC(=O)/C=C/c2ccc3c(c2)OCO3)nc1	-12%	5%	2.8µM*	5%	?	?	?	-9%
COc1ccc(/C=C/C(=O)Nc2ccc3c(c2)CCC3)cc1OC	-5%	-6%	-36%[inhibitor]	10%	?	6%	-1%	3%
Cc1cc(C(=O)N/N=C/c2ccc(N3CCOCC3)cc2)c(C)o1	-4%	10%	?	9%	?	?	0%	-1%
Cc1cc(C)cc(NC(=S)Nc2ccccn2)c1	-21%	1%	14%	12%	0%	1%	-9%	-3%
CNc1cc(C)nc(-n2nc(C)cc2C)n1	13%	-5%	1%	7%	-1%	4%	1%	-4%
COCCCn1c(SCC(=O)Nc2nc3ccccc3s2)nnc1-c1ccoc1C	7%	5%	-62%[inhibitor]	6%	-5%	-2%	1%	6%
CCC(C)NC(=O)CSC1=Nc2ccccc2C2=NC(CCC(=O)NCc3ccco3)C(=O)N12 (stereo unspecified)	3%	-2%	-6%	3%	?	?	6%	3%
O=C1[C@@H]2CSCN2C(=O)CN1CCc1cccc(F)c1	-11%	0%	-10%	4%	1%	-10%	0%	0%
O=C(CSc1nnc(-c2ccncc2)o1)c1cccc([N+](=O)[O-])c1	-30%	5%	-2%	10%	14µM*	1%	0%	-4%
O=C(CSc1nnc(-c2ccc(S(=O)(=O)N3CCCC3)cc2)o1)NCC1CCCO1 (stereo unspecified)	-5%	4%	.	8%	-8%	-5%	-10%	1%
CCc1ccc(OCC(O)CNC(C)(C)C)cc1 (stereo unspecified)	0%	-2%	-5%	5%	9%	4%	-3%	0%
Cc1occc1C(=O)N/N=C/c1c[nH]c2ccccc12	4%	6%	5%	8%	-9%	8%	5%	-25%
CC(C)(C)c1ccc(C(=O)N2CCCC2)s1	2%	5%	.	-7%	-1%	18%	2%	8%
COc1ccc(/C=C/C(=O)c2cc(Br)ccc2OC(=O)c2ccco2)cc1OC	3%	2%	-33%[inhibitor]	-19%	12%	5%	2%	1%
Cc1ccc2nc(-c3ccccc3)c(-c3ccccc3)nc2c1	10%	7%	.	2%	?	?	1%	5%
CCCCn1nnnc1SCC(=O)c1ccc(C)c(C)c1	12%	3%	.	.	7.9µM*	0%	-2%	-1%
CCOC(=O)c1cccnc1SCc1cc(=O)n2ccccc2n1	-2%	-4%	-1%	-2%	-3%	?	-7%	0%
O=C(c1ccc([N+](=O)[O-])cc1)N(Cc1ccc(Br)cc1)N1C(=O)CCCC1=O	12%	-9%	-4%	-23%	8%	4%	-7%	1%
O=C(NCc1ccccc1)C1CCN(S(=O)(=O)c2cccc3cccnc23)CC1	-6%	7%	-9%	6%	11%	4%	-4%	-3%

Carrying on.
SMILES	GAA glycogen mod	GLA spleen mod	SMN2 splice up	RGS12 GoLoco inh	ALDH1A1 inh	KDM4E inh	GAA inhib	aGlu spleen mod
Cc1ccc(C(c2sc3nc(C)nn3c2O)N2CCN(C(=O)c3ccco3)CC2)cc1 (stereo unspecified)	-13%	10%	16%	10%	-14%	-11%	1%	-1%
CC(C)OCCCNC(=O)c1c(N)n(/N=C/c2cccs2)c2nc3ccccc3nc12	3%	13%	-6%	18%	?	?	?	0%
COCc1cc(=O)n2[nH]c(C(F)(F)F)nc2n1	-7%	-3%	19%	-8%	10%	9%	-11%	-4%
CCN1C(=O)/C(=C/C2=Cc3ccccc3OC2C)SC1=S (stereo unspecified)	7%	-1%	.	60%[activator]	.	4%	.	-2%
CCOC(=O)CSc1ncnc2c1nnn2-c1ccc(F)cc1	2%	8%	-15%	27%	0%	-1%	0%	7%
COc1ccc(CN2C(=S)NC(C)(C)CC2(C)O)cc1 (stereo unspecified)	5%	12%	.	-8%	-5%	6%	-3%	3%
COc1ccc(C(C)NC(=O)c2cccc([N+](=O)[O-])c2)cc1OC (stereo unspecified)	1%	-1%	-3%	8%	2%	3%	-3%	2%
CSc1nc2ccc(NC(=O)C3CC(=O)N(Cc4ccco4)C3)cc2s1 (stereo unspecified)	2%	0%	1%	7%	?	-6%	-3%	-2%
Cc1ccccc1NS(=O)(=O)c1cc(S(C)(=O)=O)ccc1Cl	-1%	-10%	4%	35%[activator]	20µM*	2%	-1%	-2%
C=CCOC(=O)C(=O)/C=C/c1ccc2c(c1)Cc1ccccc1-2	10%	-7%	.	3%	1%	3%	.	-1%
COC(=O)[C@@]1(Cc2ccc(OC)cc2)[C@H]2c3cc(C(=O)N(C)C)n(Cc4ccc(S(C)(=O)=O)cc4)c3C[C@H]2CN1C(=O)c1ccccc1	.	-1%	-4%	5%	-3%	2%	.	-4%
CCOc1c(C(N)=O)cc([N+](=O)[O-])cc1[N+](=O)[O-]	7%	-6%	-1%	3%	5%	0%	-10%	-3%
CN(C)c1ccc(/C=N/NC(=O)c2cc(-c3ccc4c(c3)OCO4)n[nH]2)cc1	-3%	4%	.	1%	?	?	-5%	-9%
CCOc1ccccc1NC(=O)CSc1ncnc2c1oc1ccccc12	-1%	-6%	-33%	-1%	-7%	11%	-8%	-2%
CCN(CC)CCCCn1c(-c2ccccc2)nc2c(NCCOC)nc(C)nc21	.	0%	-1%	6%	?	?	.	12%
COc1cccc(C(=O)N/N=C/c2cn[nH]c2-c2ccc(OC)cc2OC)c1	-1%	3%	5%	9%	12%	-5%	0%	-5%
O=C(Cc1ccccc1[N+](=O)[O-])Nc1ccccc1C(=O)N1CCCC1	9%	-6%	.	2%	-5%	-5%	8%	2%
CCCCCCCCCCCCCCCCCC(=O)NCCc1ccc(O)c(O)c1	.	-6%	-4%	0%	-2%	4%	.	0%
CCCOc1ccc(OCCOCCNCc2ccccc2)cc1	-3%	7%	-1%	-5%	0%	?	1%	2%
COCCN1Cc2cccc(C(=O)NCc3ccccn3)c2C1=O	6%	-2%	0%	3%	4%	4%	-5%[15.4 µM]	-1%
COc1ccccc1/C=C\C(=O)O	.	6%	-9%	4%	9%	2%	.	4%
COc1ccccc1Nc1nc(N)nc(CSc2nccn2C)n1	11%	-4%	.	3%	-20%	13%	3%	0%
Fc1cccc(CSc2nc3ncccc3[nH]2)c1	14%	-28%	16%	-1%	?	3%	-2%	-5%
Cc1nc(SCC(=O)NC(=O)NCc2ccccc2)nc(C)c1C	-10%	-3%	-29%	6%	-5%	3%	?	-10%
CC(C(=O)NCc1cccs1)n1cccc1 (stereo unspecified)	2%	0%	4%	0%	2%	2%	-7%	7%

Brought forward from above: 2 compounds, followed by the next part.
SMILES	GAA glycogen mod	GLA spleen mod	SMN2 splice up	RGS12 GoLoco inh	ALDH1A1 inh	KDM4E inh	GAA inhib	aGlu spleen mod
Cc1nc(SCC(=O)NC(=O)NCc2ccccc2)nc(C)c1C	-10%	-3%	-29%	6%	-5%	3%	?	-10%
CC(C(=O)NCc1cccs1)n1cccc1 (stereo unspecified)	2%	0%	4%	0%	2%	2%	-7%	7%
Cc1cc(Br)c2c(c1)=C(c1sc(N3CCCCCC3)nc1O)C(=O)N=2	6%	3%	9%	0%	1%	0%	-1%	0%
CSc1ccccc1C(=O)NCc1cccnc1	-10%	4%	1%	3%	7%	-1%	12%	-17%
CCC1=C(OC(=O)N(CC)CC)N2C(=O)OC(=NCCc3c[nH]c4ccccc34)[C@]2(Cc2ccccc2)[C@H]2C1=CC[C@H]1C(=O)NC(=O)[C@H]12	-6%	-11%&7%	-44%[inhibitor]	2%&2%	-9%	-5%&-5%	.	0%&-4%
CSc1ccccc1NC(=O)CN(C)Cc1ccc(Br)cc1	-3%	6%	-10%	-2%	4%	2%	-5%	0%
O=C(C1CCN(C2CC(=O)N(c3cccc(Cl)c3)C2=O)CC1)N1CCCCCC1 (stereo unspecified)	4%	-4%	9%	-17%	20µM*	3%	-4%	-5%
O=C(/C=C/c1ccc(Cl)c(Cl)c1)NC1=NCCS1	8%	8%	15%	3%	4%	-6%	9%	3%
CC[C@@H]1CC=C[C@H]2[C@H]1C(=O)N(Cc1ccccc1)[C@H]2c1ccc(C(F)(F)F)cc1	-1%	-18%	.	0%	.	-8%	.	-13%
COc1ccc(C(=O)Nc2ccccc2-c2nnn(CC(=O)N3CCOCC3)n2)cc1	-9%	5%	.	13%	?	-12%	14%	5%
O=[N+]([O-])c1nn(-c2ccccc2)n(O)c1=NCCc1ccccc1	8%	-15%	?	-4%	-10%	-2%	-4%	-5%
O=C(Nc1ncc(Cc2ccccc2)s1)c1cccs1	1%	0%	4.5µM*	11%	?	-9%	-1%	-3%
O=C(CN1CCN(Cc2ccccc2)CC1)N1N=CCC1c1ccccc1 (stereo unspecified)	8%	6%	8%	-5%	?	4%	-14%	9%
CC1=NOC(=O)/C1=C\c1ccc(-c2ccc(Br)cc2C(=O)O)o1	-10%	2%	.	-5%	?	?	5%	-2%
Cc1cc(CNC(=O)[C@@H]2C[C@H]2[C@@H](NP(=O)(c2ccccc2)c2ccccc2)c2ccccc2)nn1C	.	10%	15%	-3%	-1%	7%	.	9%
